# Bioassay records: PubChem, several laboratories
# NRP1-CendR mod: alters CendR peptide binding to human NRP-1; O14786; 360,000 tested, 0.85% active; FAM-RPARPAR peptide binding to NRP-1, fluorescence polarization; AID 602438; inhibition, % at 25 µM;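 active = inhibition or corrected inhibition above about 18%, plus a signal ratio from 0.5 to 1.5, limit read from the data, passing the limit was not always enough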; note: strong numbers were not always called active
# SKN-1 inh: C. elegans SKN-1 inhibition | C. elegans VP596 Pgst-4::GFP/RFP ratio, acrylamide-induced, 24 h | inhibition, % at 21.8 µM | 360,000 tested, 0.49% active | AID 624304;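 active = interference check ratio from 0.5 to 1.5 plus GFP to RFP signal ratio inhibition reaching or exceeding a fixed threshold, cut at about 30% in these data, passing the limit was not always enough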; note: some compounds called inactive have numbers as strong as hits
# bovine MsrA act: activators of bovine methionine sulfoxide reductase A. activation, % at 10.6 µM. purified bovine MsrA, absorbance read-out. 360,000 tested, 0.3% active; in the data active = activation above about 7.5%;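 note: 0% = vehicle and 100% = reference activator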
# TbMetRS inhib: blocks T. brucei methionyl-tRNA synthetase activity | 360,000 tested, 0.4% active | inhibition, % at 11.9 µM | purified T. brucei MetRS, ATP depletion, Kinase-Glo luminescence;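 active = inhibition above a per-plate cutoff of the control wells' mean inhibition plus 3 SD, cut at about 5.5% in these data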;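 note: 0% = DMSO wells median and 100% = median of wells with control inhibitor compound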
#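 Material – parasite MetRS enzyme · Medium – HEPES-MgCl2-KCl buffer plus DTT, spermine, BSA, pyrophosphatase · Reagent – ATP, methionine and E. coli bulk tRNA substrates · Times – 15 min enzyme-compound preincubation, 2 h reaction, 10 min detection, 25 °C · Measured by – luminescence of leftover ATP · Evaluation – percent inhibition relative to median high and low control wells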
# E coli Lon inh: inhibits E. coli Lon protease. 360,000 tested, 0.42% active. purified E. coli Lon protease, fluorescence polarization. AID 602123. inhibition, % at 7.94 µM. P0A9M0; in the data active = inhibition above about 13%, passing the limit was not always enough;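 note: 0% = enzyme with probe and DMSO and 100% = no enzyme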
# FAS TE block: FAS thioesterase (human) inhibition; P49327; recombinant FAS-TE, OMFH fluorogenic substrate, fluorescence endpoint; inhibition, % at 15 µM; 360,000 tested, 0.67% active; AID 602261;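 active = compounds whose normalised, plate-corrected inhibition of enzyme fluorescence in the single-dose primary screen is 50% or more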;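 note: 0% = DMSO with enzyme and 100% = substrate without enzyme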
# PABP1 MLLE inh: blocks PAM2 peptide binding to the PABP1 MLLE domain; GST-MLLE / FITC-PAM2 fluorescence polarization; inhibition, % at 20 µM; 360,000 tested, 0.36% active; AID 588489; in the data active = inhibition above about 35%, passing the limit was not always enough;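 note: plate controls were DMSO wells with GST-MLLE for no effect and wells lacking GST-MLLE protein for full effect; some results filed as inactive read as strong as hits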
# Target sequence (P11940 whole entry, looked up, the tested form may be a part): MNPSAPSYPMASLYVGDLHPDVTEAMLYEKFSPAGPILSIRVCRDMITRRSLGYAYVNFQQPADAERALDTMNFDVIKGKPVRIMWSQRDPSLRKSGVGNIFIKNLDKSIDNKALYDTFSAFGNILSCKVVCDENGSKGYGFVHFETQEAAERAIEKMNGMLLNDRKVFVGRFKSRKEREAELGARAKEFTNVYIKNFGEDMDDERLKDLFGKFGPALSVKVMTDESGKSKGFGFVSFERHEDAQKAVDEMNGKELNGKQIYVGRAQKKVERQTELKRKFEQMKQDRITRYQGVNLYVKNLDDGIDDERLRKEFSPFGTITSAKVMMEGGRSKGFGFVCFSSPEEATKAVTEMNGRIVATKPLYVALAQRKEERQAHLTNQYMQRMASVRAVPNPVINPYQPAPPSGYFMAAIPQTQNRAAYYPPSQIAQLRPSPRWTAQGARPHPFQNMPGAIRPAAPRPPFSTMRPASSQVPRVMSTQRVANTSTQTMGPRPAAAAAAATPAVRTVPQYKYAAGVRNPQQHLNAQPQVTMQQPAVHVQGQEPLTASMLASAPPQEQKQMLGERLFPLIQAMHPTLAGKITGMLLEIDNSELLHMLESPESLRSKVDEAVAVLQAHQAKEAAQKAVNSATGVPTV
# MsrA inhibitor: bovine MsrA inhibition. 360,000 tested, 0.75% active. purified bovine MsrA, absorbance read-out. AID 651718. inhibition, % at 15.5 µM; in the data active = inhibition above about 4.5%;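 note: 0% = vehicle wells with enzyme and 100% = reference inhibitor wells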
# MT1-MMP act inh: MT1-MMP (human) activation inhibition; P50281; HT1080 RFP-PRO-GFP cells, GFP/RFP ratio fluorescence, overnight; percent of plate control window, DMSO zero; GFP/RFP ratio change, % at 20 µM; 360,000 tested, 0.061% active; AID 651647;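 active = GFP/RFP ratio change of at least 30% with cell ATP level not reduced by more than half and red fluorescence within 50% of control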; note: strong numbers were not always called active
#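 Test system: HT1080 RFP-PRO-GFP cells; Benchmarks: DMSO and RFP-L50D-GFP cell wells; Timing: cells overnight before dosing, compound overnight, 37 °C, 5% CO2; Compound: one 20 µM compound dose with 1% DMSO; Read-out: GFP/RFP fluorescence ratio.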
# * hit, by the source's call.
SMILES,NRP1-CendR mod,SKN-1 inh,bovine MsrA act,TbMetRS inhib,E coli Lon inh,FAS TE block,PABP1 MLLE inh,MsrA inhibitor,MT1-MMP act inh
NCCSc1c(-c2ccccc2)[nH]c2ccccc12,-0.1,-3.0,-9.8,-0.6,-8.4,-11.5,-11.9,0.7,3.7
Nc1ccc2c(c1)C(=NO)c1cc([N+](=O)[O-])ccc1-2,-139.5,5.1,-2.1,0.0,-48.8,-43.2,-89.2,1.4,-73.2
CCOC(=O)C1=C(COC(=O)/C=C/c2ccccc2F)NC(=O)NC1C (stereo not given),-3.2,2.5,0.2,-0.3,0.6,-0.7,-12.3,-0.3,3.0
COc1cc(S(=O)(=O)Nc2ccc(C)cc2)ccc1N=Cc1c(C)[nH]n(-c2ccccc2)c1=O,-0.3,12.7,-7.1,-1.6,2.2,55.2*,-1.2,2.0,4.0
CCc1nc2ccc(C(=O)N3CCCC(C(N)=O)C3)cn2c1N(CCC(C)C)CCN(C)C (stereo not given),-0.4,12.1,-2.6,-0.2,-2.0,-8.5,-8.1,0.3,-1.1
COc1ccc(N2CCN(C3CCCN(C(=O)CN4CCCCC4=O)C3)CC2)cc1 (stereo not given),-1.6,-5.3,-5.0,-0.2,-7.2,-8.5,10.9,-0.3,1.1
COC(=O)CCCC(=O)Nc1c(F)c(F)c(F)c(F)c1F,-4.5,0.4,-2.5,0.3,2.5,-3.6,3.3,0.1,2.7
Cc1ccc(NC(=S)NNC(=O)Cn2nc(C(F)F)cc2C(F)F)cc1,-8.2,7.9,-0.7,0.4,-9.5,-9.8,3.9,0.1,4.5
COc1ccccc1NC(=O)C(C)N(C)CCOc1ccccc1 (stereo not given),-7.7,-1.6,-2.3,0.1,-7.6,9.8,4.5,-1.0,2.3
CCCCn1nc(C(=O)Nc2ccc(-n3cnnn3)cc2)c2ccccc2c1=O,-0.3,4.2,-2.4,-0.2,-0.9,-2.3,9.1,1.3,0.0
COc1cc(/C=N/NC(=O)C2(O)c3ccccc3-c3ccccc32)ccc1O,12.4,-1.2,-9.6,-0.3,7.6,-10.5,-2.6,0.9,-4.6
Cc1nnc(SCC(=O)NC2CCS(=O)(=O)C2)n1-c1ccccc1 (stereo not given),-5.8,0.6,-1.2,0.7,3.3,-6.3,4.8,0.3,-2.8
CCCn1c(N2CCN(S(=O)(=O)Cc3ccccc3)CC2)nc2ccccc21,4.5,18.4,0.1,-0.1,-10.8,-0.3,6.5,0.6,0.3
OCCN1CCOCCN(CCO)CCOCC1,8.1,-8.8,-14.4,-1.7,4.9,-7.5,-1.8,0.8,-0.2
COC(=O)c1ccc(C(=O)OC)c(NC2=NS(=O)(=O)c3ccccc32)c1,1.3,4.5,-1.1,-1.4,13.8,1.8,11.9,-0.7,1.6

# Single records, as listed above. Order of values: NRP1-CendR mod	SKN-1 inh	bovine MsrA act	TbMetRS inhib	E coli Lon inh	FAS TE block	PABP1 MLLE inh	MsrA inhibitor	MT1-MMP act inh
# Results for `COc1cc(S(=O)(=O)Nc2ccc(C)cc2)ccc1N=Cc1c(C)[nH]n(-c2ccccc2)c1=O` : -0.3	12.7	-7.1	-1.6	2.2	55.2*	-1.2	2.0	4.0
# Results for `Nc1ccc2c(c1)C(=NO)c1cc([N+](=O)[O-])ccc1-2` : -139.5	5.1	-2.1	0.0	-48.8	-43.2	-89.2	1.4	-73.2
# Results for `Cc1nnc(SCC(=O)NC2CCS(=O)(=O)C2)n1-c1ccccc1` (stereo not given) : -5.8	0.6	-1.2	0.7	3.3	-6.3	4.8	0.3	-2.8
# Results for `COc1ccc(N2CCN(C3CCCN(C(=O)CN4CCCCC4=O)C3)CC2)cc1` (stereo not given) : -1.6	-5.3	-5.0	-0.2	-7.2	-8.5	10.9	-0.3	1.1

# Later entries.
SMILES,NRP1-CendR mod,SKN-1 inh,bovine MsrA act,TbMetRS inhib,E coli Lon inh,FAS TE block,PABP1 MLLE inh,MsrA inhibitor,MT1-MMP act inh
O=C(N/N=C/c1cccnc1)c1ccco1,-0.1,11.4,-2.4,0.5,3.4,-4.1,-7.4,0.4,2.2
COc1cc(C(=O)N2CCN(C(=O)c3ccco3)CC2)c([N+](=O)[O-])cc1OC,4.2,-6.4,-1.2,-0.9,-4.5,-5.3,1.2,2.9,-1.8
CCC1CCCCN1CCN1C(=O)C2C(C(=O)Nc3ccc(OC)cc3)C3C=CC2(O3)C1C(=O)NC1CCCCC1 (stereo not given),7.3,36.7*,-10.7,-0.6,7.0,-5.1,8.9,0.8,0.4
O=C(Cc1ccccc1)Nc1ccc2oc(=O)ccc2c1,-9.6,-2.2,-8.4,-0.1,-3.2,0.5,9.7,-0.6,2.6
CCN(CC)C(=O)c1ccc(C(=O)c2c(C)cc(C)cc2C)cc1,9.2,9.6,3.2,-0.1,4.0,1.3,1.2,-1.0,-5.7
NC(=O)NC(=O)COC(=O)CN1C(=O)C2CCCCC2C1=O (stereo not given),-2.6,5.4,-1.6,0.4,5.0,-8.6,1.9,-0.7,8.4
Fc1ccc(CN2CC[C@H]3C=CCc4cccc(c43)C2)cc1,12.8,7.5,-2.0,-0.4,30.2*,-3.8,47.0*,0.2,-13.0
O=C(NCCc1ccccc1)C(=O)NC1CCCCC1,2.1,-4.3,-1.8,0.5,-7.7,-6.7,5.4,-0.3,6.6
NC(=O)COC(=O)[C@H](Cc1ccccc1)NS(=O)(=O)c1ccc2c(c1)OCCO2,8.0,5.5,-6.3,-0.6,8.5,-5.2,2.0,-2.1,5.6
O=C(O)CCC(=O)NNC(=O)CCCOc1ccc(Cl)cc1Cl,-3.1,-6.1,-0.2,2.7,-2.8,-8.8,6.5,0.2,-2.3
CC(=O)N1CCN(C(=O)c2ccc(NS(=O)(=O)c3ccc4[nH]c(=O)[nH]c4c3)cc2)CC1,6.0,3.5,-4.9,-0.2,-12.1,-6.1,8.9,1.1,-4.9
[O-][n+]1onc2c1C(N1CCOCC1)CCC2N1CCOCC1 (stereo not given),14.3,11.2,-4.1,-1.5,-5.0,-7.5,-7.9,-0.1,1.5
Cc1cc(C(F)F)n2nc(C(=O)Nc3ccccc3F)nc2n1,13.0,-3.4,-11.5,-2.0,-5.3,2.0,9.5,-0.4,-0.9
Cc1[nH]c2ccccc2c1SCC(=O)Nc1nccs1,6.8,13.7,-2.5,-0.6,1.4,-0.6,7.9,2.4,2.2
CCc1ccc(-c2cc(C)no2)cc1S(=O)(=O)NCCCN1CCN(c2ccccc2)CC1,-4.7,11.7,-2.2,-0.2,5.3,18.6,11.1,0.0,5.4
Cc1ccc(NC(=O)CN2C(=O)N/C(=C/c3ccco3)C2=O)cc1,-0.6,-18.0,-1.7,0.0,-9.6,-4.8,19.2,2.0,2.2
O=C1OC(CN(Cc2ccccc2)Cc2ccccc2)CN1N=Cc1ccc([N+](=O)[O-])o1 (stereo not given),-23.6,-1.0,-10.6,0.1,-19.3,30.9,-24.5,1.6,-13.1
CCn1c2c(c3cc(Br)ccc31)CCC/C2=N\O,-0.1,23.8,-0.1,1.2,-0.1,1.2,-2.9,-0.2,-4.7
COc1ccccc1/C(O)=C(\C#N)c1nc2ccccc2[nH]1,2.7,0.3,-3.8,-0.3,-9.7,-4.3,-4.3,2.5,3.6
Cc1cccc(C(=O)NCCc2ccc(S(N)(=O)=O)cc2)c1[N+](=O)[O-],18.2,2.4,-1.1,-0.6,-11.9,-12.2,-2.9,-1.1,2.7
CCC(C)(C)NC(=O)CN(Cc1ccc2c(c1)OCO2)C(=O)CCC(=O)Nc1cc(C)ccn1,2.8,-1.2,0.3,0.3,-4.4,0.3,9.7,-1.5,-0.5
Cc1ccc(S(=O)(=O)NCC2CCC(C(=O)N3CCN(C)CC3)CC2)cc1 (stereo not given),3.9,-11.1,-3.5,-0.1,-10.3,-4.7,-2.2,-0.5,0.5
Cc1ccc(NC(=O)CSc2nnc3ccc(-c4ccncc4)nn23)cc1,-10.2,20.3,-1.6,-0.6,-1.9,-6.3,-12.4,-0.1,-5.2
COCCNC(=O)C1Cc2c(ccc3ccccc23)O1 (stereo not given),6.6,2.6,-2.5,-0.4,0.5,0.8,3.9,0.5,1.6
O=C(NCCCn1ccnc1)/C(=C\c1cccnc1)NC(=O)c1ccccc1Br,-12.3,-0.6,-2.3,-1.0,-16.3,-11.9,4.4,-0.7,-3.3
CCOC(=O)C1C(c2cccc([N+](=O)[O-])c2)C2C(=O)NN=C2CC1(C)O (stereo not given),2.2,-3.0,-1.4,0.4,-6.7,-3.1,-0.3,2.0,1.7
CC(=O)c1ccccc1NC(=O)COC(=O)Cc1cccc(C(F)(F)F)c1,2.5,-2.0,-5.2,-0.4,0.0,35.8,-9.1,0.5,4.4
CN1CCN(Cc2c(C#N)c3ccccc3n2C)CC1,-3.6,11.1,-2.1,-0.1,-4.7,-7.4,-3.0,-0.1,7.4
CCc1cc(=O)oc2c(C)c(OCC(=O)NCCCN3CCOCC3)ccc12,3.1,-13.2,-7.0,-0.8,4.8,0.5,-1.4,0.7,-0.6
S=C1NCCNC(=S)NCCOCCOCCOCCN1,-2.4,-2.5,-4.2,0.1,-2.5,-5.8,-90.0,-0.5,-1.3
Cc1ccc(C)c(C(=O)CN2C(=O)c3ccccc3S2(=O)=O)c1,6.8,7.3,-1.6,0.1,-1.7,9.4,2.3,0.4,3.0
CCCCn1c(N)c(N(CC)C(=O)c2ccc([N+](=O)[O-])c(C)c2)c(=O)[nH]c1=O,5.2,6.2,-9.6,-1.0,3.7,-3.8,-1.8,1.0,4.5
Cc1ccc(C)c(NC(=O)C(=O)NCCc2c[nH]c3ccccc23)c1,-16.6,-4.9,-3.4,-0.2,-11.9,11.2,15.8,1.2,2.9
Cc1c(NC2=C(Cl)C(=O)N(c3ccccc3Cl)C2=O)c(=O)n(-c2ccccc2)n1C,-9.0,-5.7,-2.5,-0.2,-0.6,-2.9,6.8,0.7,-2.9
Cc1nc(NCc2cccnc2)c2c3c(sc2n1)CCCC3,-7.1,-1.4,-3.8,0.9,-2.0,3.4,9.2,-0.1,-0.5
COc1ccc(NC(=O)CN(C)C(=O)C2CC(=O)N(Cc3ccc(C)cc3)C2)cc1 (stereo not given),-5.3,1.9,-4.5,-0.3,4.1,-5.9,-14.4,1.0,1.6
CCN(CC)CCCNC(=O)C1c2ccccc2Oc2ccccc21,-0.4,13.8,-5.4,-1.4,-20.4,-7.1,-5.7,-0.6,1.7
O=C(Cn1cnc2ccccc2c1=O)Nc1ccc(S(=O)(=O)N2CCCC2)cc1,4.6,7.6,-3.0,-0.2,3.0,-3.9,-68.7,-0.8,6.3
O=C(NNC1=NCCC1)c1cccc(Br)c1,-7.9,20.7,-2.0,-0.5,-5.1,-21.1,-13.8,0.3,8.4
c1ccc(Cn2c(Sc3nnnn3-c3ccccc3)nnc2-c2ccccc2)cc1,1.0,2.4,-12.1,-1.7,-5.7,7.4,-15.2,0.6,-0.7
Clc1ccccc1OCCN1CCC(Cc2ccccc2)CC1,3.9,8.2,-1.9,0.0,-10.7,16.1,1.4,-0.4,-2.3
COC(=O)C1=NNC2(c3ccc(C)cc3)C(=O)N(c3ccc(C)cc3)C(=O)C12 (stereo not given),3.9,-3.0,-5.1,-0.3,7.7,5.0,3.8,-0.5,0.3
C=CCn1c(NCc2c[nH]c3ccccc23)nc2ccccc21,-1.9,-5.0,-4.2,0.0,-2.6,2.2,-4.7,-0.6,3.9
COc1ccccc1OCCNC(=O)C(c1ccccc1)c1ccccc1,15.5,7.0,-0.2,-0.9,-0.5,9.5,-0.9,0.7,2.4
